# Assay outcomes as filed in PubChem.
# PKM2 act = PKM2 (human) enzyme activation; purified PKM2, Kinase-Glo ATP luminescence, activation; response scale: 0% is enzyme alone, no compound; Potency, µM (top dose mostly 57.5 µM), for the others: at the top dose activation, usual class: activators; actives 0.34% (n = 260,000); further: potency means the concentration at half of the fitted maximal effect; on the % scale 0 is the no-effect control and ±100 the full control effect; nearly all actives have a fitted effect of over 55% in size
#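 Kinase-Glo luminescence reports ATP generated from ADP (0.1 mM) and PEP (0.5 mM) by purified hPK-M2 after 1 h at room temperature, pH 7.2 imidazole buffer; intermediate enzyme activity allows detecting inhibitors and activators.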
# RORg inh = ROR gamma (mouse) transcription inhibition | AID 2551 | P51450 | Potency, µM (top dose mostly 53.6 µM), for inactives: at the highest dose activity change, negative = inhibition, hits mostly inhibitors | Drosophila S2 Gal4-RORgamma UAS-luciferase reporter, 20 h | actives 5.4% (n = 310,000); further: potency means the concentration at half of the fitted maximal effect; on the % scale 0 is the no-effect control and ±100 the full control effect; nearly all actives have a fitted effect of over 60% in size
# Target sequence (P51450 whole entry, looked up, the tested form may be a part): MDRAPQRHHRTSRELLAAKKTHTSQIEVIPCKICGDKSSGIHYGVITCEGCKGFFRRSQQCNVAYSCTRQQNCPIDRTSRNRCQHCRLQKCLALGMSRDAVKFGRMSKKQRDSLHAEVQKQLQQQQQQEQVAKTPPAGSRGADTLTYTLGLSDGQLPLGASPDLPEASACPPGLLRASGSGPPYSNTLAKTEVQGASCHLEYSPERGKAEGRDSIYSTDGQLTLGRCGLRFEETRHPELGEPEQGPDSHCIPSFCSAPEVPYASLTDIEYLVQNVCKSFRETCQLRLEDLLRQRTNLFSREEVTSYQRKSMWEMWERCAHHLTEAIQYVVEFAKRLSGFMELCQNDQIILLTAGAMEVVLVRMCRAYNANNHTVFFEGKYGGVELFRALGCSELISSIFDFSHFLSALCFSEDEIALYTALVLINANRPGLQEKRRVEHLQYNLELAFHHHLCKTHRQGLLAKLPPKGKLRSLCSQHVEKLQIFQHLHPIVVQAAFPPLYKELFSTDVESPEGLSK
#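 Schneider cells (Drosophila), stable Gal4 DBD–ROR gamma + UAS-luc; 1 hr cmpd preincubation; Cu2+ induction 700 uM final; 20 hr ambient; luminescence.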
# VP16 counter = Gal4-VP16 reporter inhibition counter-screen; actives 3.5% (n = 310,000); AID 2546; Potency, µM (series often up to 53.6 µM), for inactives: at the highest dose activity, negative = inhibition, usual class: inhibitors; Drosophila S2 Gal4-VP16 UAS-luciferase, luminescence, 20 h;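 further: Gal4-VP16 expression switched on by copper sulfate through the metallothionein promoter; potency means the concentration at half of the fitted maximal effect; on the % scale 0 is the no-effect control and ±100 the full control effect; nearly all actives have a fitted effect of over 50% in size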
# Menin-MLL TR inh = displaces Texas Red mutant MLL peptide from human menin | Potency, µM (doses to about 61.6 µM), for the others: at the highest dose FP activity change, negative = inhibition, actives largely listed as inhibitors | O00255 | Menin + Texas Red MLL mutant peptide, fluorescence polarization | actives 0.23% (n = 270,000); active means well fitted inhibition curve with a large enough effect in the polarisation, with a control signal flat, not every such curve was filed as active; inconclusive means small, poorly fitted or top-dose-only effect, or effect the other way, or a change in a side signal; inactive means no such curve, though single readings can be large or run the other way; the % refers to the polarisation; further: potency means the concentration at half of the fitted maximal effect; % of control where 0% means no effect; many of its hits are not listed in these tables
# Mito fusion yeast = blocks mitochondrial division or promotes mitochondrial fusion. S. cerevisiae fusion-defective mutant growth rescue, CellTiterGlo 48 h. Potency, µM (highest dose often 46.1 µM), without a hit: top-dose growth rescue (activation), usual class: activators. actives 0.23% (n = 320,000). AID 485298;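 further: potency means the concentration at half of the fitted maximal effect; % of control where 0% means no effect; nearly all actives have a fitted effect of over 45% in size; temperature-sensitive fusion mutants such as fzo1-1 at 37 °C on non-fermentable ethanol glycerol medium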
#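 Luminescent cell viability in 1536-well qHTS format served as the measure of rescued growth in ts fusion-mutant S. cerevisiae cultured on non-fermentable YPEG for 48 hours at 37C.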
# FLuc modulator = inhibits or activates purified firefly luciferase, miR-21 counter-screen | actives 6.9% (n = 360,000) | P08659 | Potency, µM (titrated, usually from 57.5 µM), for the others: at the top dose activity change, negative = inhibition, hits mostly inhibitors | purified FLuc, Km substrates, luminescence inhibition;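 further: potency means the concentration at half of the fitted maximal effect; plate controls were vehicle for no effect and reference inhibitor for full effect; nearly all actives have a fitted effect of over 55% in size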
#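 Biochemical qHTS of compounds, final roughly 60 µM downward over six points, against 10 nM purified firefly luciferase using Km concentrations of substrates (10 uM D-luciferin, 10 uM ATP) in Tris acetate pH 7.5 buffer; luminescence output.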
# ELG1 repair inh = ELG1-dependent DNA repair inhibition | Potency, µM (top dose mostly 46.1 µM), for inactives: top-dose activity change, negative = inhibition, usual class: inhibitors | HEK293T ELG1-luciferase reporter, luminescence, 16 h; DNA damage induced by 5-fluorouridine | actives 2.3% (n = 330,000); further: potency means the concentration at half of the fitted maximal effect; on the % scale 0 is the no-effect control and ±100 the full control effect; nearly all actives have a fitted effect of over 55% in size
#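 In this reporter screen, reduction of luminescence relative to DMSO vehicle indicated activity. Compounds and 5-fluorouridine were added together to 2,000 cells per well, incubated for 16 hr at 37 °C, then developed with ONE-Glo.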
# Rab9 promoter act = activators of Rab9 promoter. actives 2.8% (n = 320,000). AID 485297. Potency, µM (doses to about 9.22 µM), for the others: at the highest dose activation, negative = inhibition, most hits filed as activators. Huh7 Rab9 promoter-luciferase reporter, luminescence, 24 h; further: potency means the concentration at half of the fitted maximal effect; % of control where 0% means no effect; nearly all actives have a fitted effect of over 60% in size
#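 Cell-based reporter: Huh7 stable for Rab9 promoter-driven luciferase, plated in reduced-serum medium with 10% FBS at 1500 cells/well, compound-treated 24 h at 37 °C, luminescence read after 10 min reagent.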
# MBNL1 CUG block = blocks human MBNL1 binding to CUG repeat RNA; Q9NR56; TR-FRET MBNL1-His/biotin-(CUG)12 binding, 665/545 ratio; Potency, µM (titrated, usually from 57.5 µM), inactives show top-dose activity change, negative = inhibition, most hits filed as inhibitors; actives 0.036% (n = 280,000); AID 2675; active means well fitted inhibition curve with a large enough effect in the signal ratio, with a control signal flat, not every such curve was filed as active; inconclusive means small, poorly fitted or top-dose-only effect, or effect the other way, or a change in a side signal; inactive means no such curve, though single readings can be large or run the other way; the % refers to the signal ratio; further: potency means the concentration at half of the fitted maximal effect; on the % scale 0 is the no-effect control and ±100 the full control effect
# Target sequence (Q9NR56 whole entry, looked up): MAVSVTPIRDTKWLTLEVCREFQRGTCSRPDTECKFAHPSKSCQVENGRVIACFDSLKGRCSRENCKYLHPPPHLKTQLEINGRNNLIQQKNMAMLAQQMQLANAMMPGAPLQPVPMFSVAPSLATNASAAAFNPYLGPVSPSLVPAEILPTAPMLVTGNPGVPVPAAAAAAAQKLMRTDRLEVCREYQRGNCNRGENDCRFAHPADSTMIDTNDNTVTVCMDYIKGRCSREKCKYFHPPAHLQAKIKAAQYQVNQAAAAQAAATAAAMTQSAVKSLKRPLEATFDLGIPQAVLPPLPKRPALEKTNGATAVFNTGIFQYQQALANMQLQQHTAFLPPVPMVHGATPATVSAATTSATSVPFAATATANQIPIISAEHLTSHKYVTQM
#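 Compound titration spanned 92 nM–58 uM against the MBNL1-His/biotin-(CUG)12 complex. After 60 min at room temperature with 5 nM streptavidin-XL665 and 0.055 ng/ul terbium anti-His, ratiometric 665/545 nm emission (Ex 340 nm) normalized to controls.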
# KCNH2 3.1 inh = blocks the human KCNH2 3.1 channel isoform. U2OS KCNH2 3.1, thallium flux FluxOr; active compounds read low. activity change, % (tested at about 1.8 µM). actives 0.95% (n = 340,000). AID 720553;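 active means maximum activity change below -70%; inconclusive means maximum activity change from -70% to -50%; inactive means maximum activity change above -50%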;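 further: thallium influx rate constant from kinetic fluorescence after stimulation buffer; on the % scale 0 is the no-effect control and ±100 the full control effect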
#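 Normalized rate constant (relative to positive and negative DMSO controls) derived from a 2 min kinetic fluorescence read after stimulation; U2OS cells expressing the 3.1 isoform via virus at 1.77 x 10^8 /mL.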
# NPC1 prom act = NPC1 promoter activation | Huh7 NPC1 promoter luciferase reporter, 24 h | Potency, µM (doses to about 9.22 µM), without a hit: top-dose activation, most hits filed as activators | actives 2.4% (n = 320,000);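 further: potency means the concentration at half of the fitted maximal effect; % of control where 0% means no effect; nearly all actives have a fitted effect of over 60% in size; reporter is driven by a mutant NPC1 promoter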
#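 Quantitative HTS used a cell-based reporter: Huh7 cells stably bearing the NPC1 promoter upstream of luciferase were treated with compounds for 24 h, and promoter activation was read as luminescence.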
# The depositor's hits bear a star; u = inconclusive; x = no result given; [ ] = remark or other dose. Unless noted, the call rests on the fitted dose curve; in most records, active means well fitted curve in the direction sought with a large enough effect; inconclusive means small, poorly fitted or top-dose-only effect, or another doubt; inactive means no such curve, though single readings can be large; an effect the other way counts as inactive or inconclusive.
SMILES,PKM2 act,RORg inh,VP16 counter,Menin-MLL TR inh,Mito fusion yeast,FLuc modulator,ELG1 repair inh,Rab9 promoter act,MBNL1 CUG block,KCNH2 3.1 inh,NPC1 prom act
C[N+](C)(C)CC(=O)N1CCN(c2ccc3ccccc3n2)CC1,x,14.7%,2.1%,9.7%,-9.9%,1.5%,0.4%,-0.6%,-2.3%,-0.2,0.1%
COCCNC(=O)c1c[nH]c2ccc(S(=O)(=O)N3CCOCC3)cc2c1=O,0.2%,-2.5%,-9.2%,2.0%,-3.8%,-0.4%,2.6%,1.8%,0.9%,-5.3,0.1%
COc1ccccc1NC(=O)CN1C(=O)C2(OCCCO2)c2ccccc21,-3.8%,11.6%,-2.3%,5.7%,-2.9%,3.0%,-1.6%,1.5%,4.8%,11.5,0.8%
Cc1ccc(NC(=O)c2sc(=S)n(-c3cc(C)ccc3F)c2N)cc1,2.8%,4.0%,3.9%,u,-4.8%,u,9.5%,3.3%,4.8%,-27.5,-0.7%
O=C(Cn1nc(-c2nn(CC(=O)c3ccccc3)c3[n+]2CCCCC3)[n+]2c1CCCCC2)c1ccccc1,-0.7%,0.0%,-9.0%,x,0.6%,1.6%,9.3%,-2.3%,0.4%,1.8,0.6%
Cc1cccc(-c2cnn(-c3ccccc3)c2N)c1,x,-2.5%,3.4%,8.6%,2.1%,6.75µM*,u,3.55µM*,-2.1%,-7.1,u
Cc1cc([N+](=O)[O-])nn1CC(=O)NCc1nc2ccccc2[nH]1,x,7.7%,3.0%,-0.2%,11.6%,-1.6%,2.8%,-0.3%,16.7%,-1.4,-1.9%
CC1Cc2ccccc2N1C(=O)CCNS(=O)(=O)c1cccc2nsnc12 (stereo unspecified),11.4%,3.9%,0.5%,0.2%,1.3%,1.1%,-2.0%,-2.3%,u,-13.6,-1.2%
O=C(NCCCN1CCOCC1)C(=O)NCc1ccco1,-0.5%,-2.4%,-1.9%,4.7%,-5.2%,0.9%,27.8%,-3.6%,-2.5%,-9.9,-3.8%
O=C(NNC(=S)Nc1cccc(C(F)(F)F)c1)c1ccccc1Cl,-1.4%,12.6µM*,10µM*,u,8.1%,-9.1%,-4.8%,-5.0%,-8.6%,-8.3,-1.3%
C/C(=N/NS(=O)(=O)c1ccc(Cl)cc1)c1cccc(NC(=O)c2ccc(Cl)cc2Cl)c1,2.6%,u,17.5%,u,14.5%,16.9µM*,-15.9%,4.4%,-4.7%,-36.3,-0.4%
O=C(CCl)N(CCCNC(=O)C(F)(F)F)c1ccc([N+](=O)[O-])cc1,-9.2%,u,-7.0%,x,1.7%,2.4%,0.0%,-56.3%[inhibitor],u,5.0,-42.1%[inhibitor]
COc1cc(NC(=O)CSc2nc(C)c(C)c(C)n2)c(C)cc1[N+](=O)[O-],0.7%,u,6.4%,0.5%,-0.7%,3.5%,-20.5%,-0.4%,4.6%,-5.7,-1.9%
CN(C)CCn1cnc2c1c(=O)[nH]c(=O)n2Cc1ccccc1,x,-2.8%,4.1%,8.9%,-10.3%,-1.1%,-3.3%,0.4%[1.84 µM],0.6%,3.5,0.0%
CC(C)C[C@H](NC(=O)N1c2ccccc2NC(=O)[C@@H]1C(C)C)C(=O)N1CCC[C@@H]1C(=O)O,-3.9%,-18.7%,-2.9%,-5.3%,-1.6%,0.3%,-9.1%,3.3%,-8.8%,1.5,-0.1%
COC(=O)c1cc(NC(=O)c2ccccc2)c(=O)oc1C/C=N\OCc1ccc(Cl)cc1Cl,-19.9%,-8.1%,-5.4%,-6.2%,1.1%,-4.3%,7.0%,-5.8%,15.2%,-7.2,-0.4%
COc1ccc(C(CNC(=O)c2cc3c(s2)CCC(C)C3)N2CCOCC2)cc1 (stereo unspecified),x,x,x,x,0.9%,3.7%,-17.3%,-2.5%,x,-0.8,-0.1%
CSc1nn2cc(CCN3CCOCC3)c(-c3ccc(F)cc3)nc2c1C#N,1.0%,12.6%,-12.3%,1.1%,0.4%,-2.8%,4.6%,2.1%,-0.6%,-12.5,-7.0%
Cc1cccc(NC(=O)C(CC(C)C)NC(=O)C2CCC(C)CC2)n1 (stereo unspecified),-0.2%,6.4%,-7.2%[10 µM],5.0%,8.3%,-2.4%,2.0%,-8.4%,-5.3%,-24.4,-4.5%
CCOc1cc2[nH]c(=O)n(CCCCC(=O)NCc3ccco3)c(=O)c2cc1OCC,-15.7%,20.4%,-12.3%,-1.1%,-2.0%,-0.4%,u,3.2%,5.6%,-0.5,1.8%
COc1ccc(C(=O)C2CCCN(C(=O)c3csc(C(C)=O)c3)C2)c(C)c1 (stereo unspecified),x,4.7%,4.1%,x,-0.9%,1.4%,-13.8%,-0.1%,-4.2%,-3.9,1.5%
Cc1ccc(CN2CCN(/N=C/c3ccc(C(F)(F)F)cc3)CC2)c(C)c1,0.5%,16.8%,-4.7%,0.2%,11.1%,1.1%,0.1%,-5.3%,-15.0%,-21.8,0.2%
CC1CCCCN1C(=O)CSc1nc2ccccc2n1CC(=O)N1CCc2ccccc21 (stereo unspecified),-2.6%,-3.0%,-12.4%,-1.4%,2.4%,-0.6%,-15.8%,-0.9%,5.6%,-1.6,-7.1%
COc1ccc(-c2noc(CCC(=O)Nc3cccc(C)c3)n2)cc1,12.5%,0.282µM*,u,36.0%[activator],-1.5%,u,u,3.6%,0.3%,4.5,1.4%
Cc1ccc(-c2noc(CCC(=O)NCCc3ccccc3Cl)n2)cc1,3.0%,29.5%,-23.6%,11.6%,1.5%,7.2%,-2.3%,-6.1%,-6.8%,13.5,1.1%
Cc1nc(NC(=O)C(Cl)Cl)sc1C(=O)N(C)C,-15.1%,-23.5%,-1.1%,-7.0%,-3.5%,-4.7%,10.4%,-0.3%,u,-5.3,-0.7%
Cc1cc2ncn(CS(C)(=O)=O)c2cc1C,-5.7%,-0.5%,-3.3%,19.1%,-1.5%,-1.6%,8.1%,-3.8%,0.8%,22.6,-3.5%
Cc1occc1-c1nnc(SCC(=O)N2CCCCC2C)o1 (stereo unspecified),x,x,x,x,0.6%,-5.9%,u,-0.3%,x,2.1,-8.2%
COc1ccc(NC(=O)c2ccc(Cc3ccc(C)cc3)o2)cc1,-14.0%,28.6%,1.7%,3.5%,26.1%,15.1µM*,-18.9%,7.8%,5.3%,-1.9,8.0%
O=C1c2ccc3c4c(ccc(c24)C(=O)N1c1ccc2ccccc2c1)CC3,0.2%,42.0%,-14.4%,x,-0.9%,-1.3%,-3.6%,1.6%,-26.4%,u,-2.6%
O=C1CCCC2=C1C(c1ccc(O)cc1)c1c(ccc3ccccc13)N2 (stereo unspecified),-7.3%,-1.0%,6.7%,30.3%[activator],-5.3%,-12.7%,-1.9%,1.5%,15.9%,2.3,-5.1%
Cc1cc(=O)oc2cc(OCC(=O)N/N=C/c3cc([N+](=O)[O-])ccc3O)ccc12,u,1.26µM*,2.24µM*,9.9%,0.5%,-2.1%,u,-0.5%,u,-1.6,-2.2%
CC(Sc1nnc(-c2ccccc2F)n1N)C(=O)NCC1CCCO1 (stereo unspecified),x,x,x,x,-3.5%,1.6%,-3.1%,-11.4%,x,-5.1,-1.4%
Cc1ccc(C2=NC3(CCCCC3)N=C2SCC(=O)Nc2ccc3c(c2)OCCO3)cc1,2.7%,u,-4.1%,-0.4%,10.8%,-0.1%,u,-7.8%,-12.9%,2.0,-4.5%
Cc1ccc2nsnc2c1NC(=O)COc1ccccc1,0.3%,28.5%,2.2%,1.0%,-2.7%,-1.5%,12.1%,-1.5%,u,9.6,-4.4%
CCC(C)NC(=O)C(Cc1ccccc1)n1cccc1 (stereo unspecified),-0.5%,-13.1%,-4.2%,3.1%,5.1%,8.3%,12.2%,-1.4%,u,0.7,-0.6%
C=CCn1cnc2scc(-c3ccc(C)cc3)c2c1=O,-5.8%,9.6%,12.4%,-16.0%,-1.3%,1.8%,-8.9%,-5.7%,-5.1%,-7.8,0.7%

# A portion of the library. The share of hits here may be higher or lower than overall.
